FAS-TE inh: FAS thioesterase domain inhibitors, primary screen, biochemical, fluorescence intensity, uHTS; actives 0.67% (n = 360,000); AID 602261, 2012; recombinant FAS-TE, OMFH fluorogenic substrate, fluorescence endpoint; Fatty acid synthase (Homo sapiens), P49327; inhibition, % at 15 µM;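 active = compounds whose normalised, plate-corrected inhibition of enzyme fluorescence in the single-dose primary screen is 50% or more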;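 also: 0% = DMSO with enzyme and 100% = substrate without enzyme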
MsrA inh: bovine MsrA enzyme inhibitors, primary screen, biochemical, absorbance, HTS | Methionine sulfoxide reductase A (Bos taurus) | purified bovine MsrA, absorbance read-out | inhibition, % at 15.5 µM | actives 0.75% (n = 360,000); in the data active = inhibition above about 4.5%;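 also: 0% = vehicle wells with enzyme and 100% = reference inhibitor wells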
SKN-1 inh: suppressors of acrylamide-induced Pgst-4::GFP reporter in worms, primary screen, SKN-1 inhibitor project, whole organism, uHTS, GFP/RFP fluorescence ratio, strain VP596; C. elegans VP596 Pgst-4::GFP/RFP ratio, 24 h; inhibition, % at 21.8 µM; actives 0.49% (n = 360,000);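 active = interference check ratio from 0.5 to 1.5 plus GFP to RFP signal ratio inhibition reaching or exceeding a fixed threshold, cut at about 30% in these data, passing the limit was not always enough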; also: some compounds called inactive have numbers as strong as hits
MsrA act: bovine MsrA enzyme activators, primary screen, biochemical, absorbance, HTS; activation, % at 10.6 µM; AID 602163, 2012; actives 0.3% (n = 360,000); purified bovine MsrA, absorbance read-out; in the data active = activation above about 7.5%;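 also: 0% = vehicle and 100% = reference activator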
MT1-MMP act inh: blockers of MT1-MMP proenzyme processing, primary screen, HT1080 RFP-PRO-GFP cells, GFP/RFP fluorescence | Matrix metalloproteinase-14 (Homo sapiens), P50281 | GFP/RFP ratio fluorescence, overnight; percent of plate control window, DMSO zero | AID 651647, 2012 | actives 0.061% (n = 360,000) | GFP/RFP ratio change, % at 20 µM;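 active = GFP/RFP ratio change of at least 30% with cell ATP level not reduced by more than half and red fluorescence within 50% of control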; also: strong numbers were not always called active
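system = RFP-PRO-GFP reporter HT1080 cells | dosing = 20 µM single dose, 1% DMSO | timing = overnight cell settling, then overnight compound exposure, 37 °C, 5% CO2 | read-out basis = GFP/RFP fluorescence ratio | controls = DMSO and RFP-L50D-GFP cell wells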
PABP1 MLLE inh: inhibitors of PABP1 MLLE–PAM2 peptide binding, primary screen, biochemical, fluorescence polarization, FITC-PAM2, GST-MLLE | inhibition, % at 20 µM | actives 0.36% (n = 360,000) | AID 588489, 2011; in the data active = inhibition above about 35%, passing the limit was not always enough;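 also: plate controls were DMSO wells with GST-MLLE for no effect and wells lacking GST-MLLE protein for full effect; some results filed as inactive read as strong as hits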
NRP1-CendR mod: modulators of CendR peptide binding to NRP-1, primary screen, biochemical, fluorescence polarization, uHTS. Neuropilin-1 (Homo sapiens), O14786. FAM-RPARPAR peptide binding to NRP-1. AID 602438, 2012. inhibition, % at 25 µM. actives 0.85% (n = 360,000);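 active = inhibition or corrected inhibition above about 18%, plus a signal ratio from 0.5 to 1.5, limit read from the data, passing the limit was not always enough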; also: strong numbers were not always called active
Tb MetRS inh: T. brucei MetRS inhibitors, primary screen, biochemical, luminescence. actives 0.4% (n = 360,000). purified T. brucei MetRS, ATP depletion, Kinase-Glo luminescence. AID 624268, 2012. inhibition, % at 11.9 µM;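 active = inhibition above a per-plate cutoff of the control wells' mean inhibition plus 3 SD, cut at about 5.5% in these data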;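 also: 0% = DMSO wells median and 100% = median of wells with control inhibitor compound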
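Test system – parasite MetRS enzyme · Reagent – substrates ATP, L-methionine and bulk Escherichia coli tRNA · Doses – 11.9 µM compound single dose, 0.9% DMSO · Times – 15 min enzyme-compound preincubation, 2 h reaction, 10 min detection, 25 °C · Signal – Kinase-Glo luminescence, ATP depletion format · Controls – DMSO-only wells as low control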
eLon inh: inhibitors of E. coli Lon protease, primary screen, biochemical, fluorescence polarization | inhibition, % at 7.94 µM | P0A9M0 | AID 602123, 2011 | purified E. coli Lon protease | actives 0.42% (n = 360,000); in the data active = inhibition above about 13%, passing the limit was not always enough;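 also: 0% = enzyme with probe and DMSO and 100% = no enzyme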
Target sequence (P0A9M0 whole entry, looked up): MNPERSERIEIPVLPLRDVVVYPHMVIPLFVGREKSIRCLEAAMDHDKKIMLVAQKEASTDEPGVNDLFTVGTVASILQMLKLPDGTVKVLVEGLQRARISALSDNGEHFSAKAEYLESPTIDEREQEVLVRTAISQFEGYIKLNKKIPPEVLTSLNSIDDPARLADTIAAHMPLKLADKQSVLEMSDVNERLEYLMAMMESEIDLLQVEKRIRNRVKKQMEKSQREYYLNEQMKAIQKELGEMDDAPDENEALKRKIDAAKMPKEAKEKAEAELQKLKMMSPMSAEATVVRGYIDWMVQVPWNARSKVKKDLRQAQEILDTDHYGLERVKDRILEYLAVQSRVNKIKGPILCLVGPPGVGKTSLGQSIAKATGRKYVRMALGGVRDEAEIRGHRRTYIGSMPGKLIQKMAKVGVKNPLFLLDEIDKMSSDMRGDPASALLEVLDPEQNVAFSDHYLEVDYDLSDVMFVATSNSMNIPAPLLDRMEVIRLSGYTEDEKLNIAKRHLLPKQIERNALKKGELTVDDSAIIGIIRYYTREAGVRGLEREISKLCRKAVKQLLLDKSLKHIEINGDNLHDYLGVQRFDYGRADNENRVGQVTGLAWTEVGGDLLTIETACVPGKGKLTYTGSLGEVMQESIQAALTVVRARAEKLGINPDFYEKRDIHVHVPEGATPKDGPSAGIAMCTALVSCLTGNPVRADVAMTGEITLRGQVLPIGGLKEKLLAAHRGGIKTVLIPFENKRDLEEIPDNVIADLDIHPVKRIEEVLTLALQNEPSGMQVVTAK
* = called active by the depositor; . = no result given. Compounds were not picked by outcome; any-hit rate near 4%.

SMILES	FAS-TE inh	MsrA inh	SKN-1 inh	MsrA act	MT1-MMP act inh	PABP1 MLLE inh	NRP1-CendR mod	Tb MetRS inh	eLon inh
Cc1cc(C)cc(OCC(O)CN2CC(C)OC(C)C2)c1 (stereo not given)	-5.3	-1.1	-7.9	-1.1	-0.2	-3.4	17.1	-0.9	3.8
COCc1c(C(=O)OCC(=O)NCCc2ccc(S(N)(=O)=O)cc2)oc2ccccc12	-6.6	-0.3	-2.4	-2.9	-2.4	3.8	20.8*	-0.2	-2.1
OCCNc1nc(Nc2ccccc2OC(F)(F)F)nc(N2CCCC2)n1	-2.4	0.8	0.3	-2.3	1.7	16.6	11.5	-0.1	-12.2
CC1CCN(C(=O)/C(=C\c2cccs2)NC(=O)c2ccccc2)CC1	-2.6	2.1	0.3	-1.4	0.1	3.6	7.0	0.0	2.4
COc1ccc(Cl)cc1NC(=S)NNC(=O)CC(C)C	-7.4	0.5	2.2	-3.0	-0.8	17.6	-2.2	-0.5	1.2
CCCCCCCCN1C(=O)[C@H](CC(=O)NCCc2ccccc2OC)C[C@@]2(C(=O)OCC)CCCC=C12	14.7	0.6	7.2	1.1	0.2	.	-4.9	-0.1	4.2
CC1(C(=O)Nc2ccc3nc[nH]c3c2)CCN1C(=O)CCc1ccccc1 (stereo not given)	-8.1	-0.1	9.7	-0.7	2.3	12.2	-15.4	0.1	3.1
COC(=O)CCC(=O)Nc1c(C)n(C)n(-c2ccccc2)c1=O	-0.9	-0.9	-5.1	-3.6	-1.0	-9.2	2.2	-0.6	-0.3
CN(C)c1cc(-c2ccc(Cl)cc2)oc(=O)c1Cl	5.7	0.6	-5.4	-4.4	-3.1	-5.7	2.6	-0.3	8.8
CCOc1ccc(C(C)=O)cc1Cn1nc(C(=O)O)c2ccccc2c1=O	-7.3	-0.4	-13.4	2.5	-2.3	-23.8	-11.1	-0.6	-2.6
Cc1cc(C)cc(N2C(=O)CC(n3ccnc3)C2=O)c1 (stereo not given)	-6.2	-0.6	-2.9	-3.5	2.2	3.5	-1.0	-0.4	-11.6
CC(=O)N(Cc1cc2ccccc2[nH]c1=O)c1ccc(C)cc1	-0.2	1.5	3.7	-3.5	-1.0	-7.8	-13.1	0.2	-13.6
CCOC(=O)c1c(N)sc(C(=O)Nc2ccccc2F)c1C	0.6	1.8	10.8	-3.5	0.6	12.3	-1.8	-0.4	-3.7
Cc1ccccc1Cn1nc(C)c(NC(=O)c2cc(-c3cccs3)on2)c1C	10.2	.	-6.7	4.5	0.0	-16.2	4.4	0.3	-1.3
CCN(CC(=O)Nc1c(F)cccc1F)C(=O)Cn1[nH]c(=O)c2ccccc2c1=O	-4.1	0.9	18.7	-3.6	-0.1	1.3	12.1	-0.5	-5.2
CCOc1ccc(-c2nc(CN(Cc3ccccc3)C[C@@H]3CCC(=O)N3)c(C)o2)cc1	16.8	-0.1	-9.8	2.9	-3.2	8.4	0.4	0.0	5.6
Cc1nn(C(C)C(=O)NCc2ccco2)c(C)c1[N+](=O)[O-] (stereo not given)	-6.1	1.2	-14.3	3.8	-0.2	-1.7	6.7	0.7	4.0
O=C(NCCOc1ccccc1Cl)c1ncn[nH]1	-10.2	-0.7	0.4	-2.5	-0.3	7.7	7.9	-0.2	1.9
O=C(CCc1ccccc1)NC1(Cc2ccccc2)CCN(CCc2cccs2)C1=O (stereo not given)	10.1	-0.5	-1.0	1.9	-4.1	6.1	19.4*	0.3	-1.9
CC(C)(C)OC(=O)CC(S(=O)(=O)c1ccccc1)S(=O)(=O)c1ccccc1	3.4	-0.4	13.2	-6.2	0.5	22.2	-5.7	0.1	6.4

Compound profiles, from the list above. Order of values: FAS-TE inh	MsrA inh	SKN-1 inh	MsrA act	MT1-MMP act inh	PABP1 MLLE inh	NRP1-CendR mod	Tb MetRS inh	eLon inh
`CCOC(=O)c1c(N)sc(C(=O)Nc2ccccc2F)c1C` in the list: 0.6	1.8	10.8	-3.5	0.6	12.3	-1.8	-0.4	-3.7
`CCN(CC(=O)Nc1c(F)cccc1F)C(=O)Cn1[nH]c(=O)c2ccccc2c1=O` in the list: -4.1	0.9	18.7	-3.6	-0.1	1.3	12.1	-0.5	-5.2

Going on with the list:
SMILES	FAS-TE inh	MsrA inh	SKN-1 inh	MsrA act	MT1-MMP act inh	PABP1 MLLE inh	NRP1-CendR mod	Tb MetRS inh	eLon inh
CCN(C(=O)CSc1ccc2ccccc2n1)C1CCS(=O)(=O)C1 (stereo not given)	-2.0	1.7	9.9	-2.8	-0.2	2.9	-1.7	-0.6	3.4
O=C(O)C1(P(=O)(c2ccccc2)c2ccccc2)CCC1	-0.5	-0.5	10.0	-1.9	1.0	2.8	5.2	-0.7	-1.6
CN(C)C(=O)N1CCC(C(=O)N2CCCC(C(=O)c3ccc(C(C)(C)C)cc3)C2)CC1 (stereo not given)	-52.2	0.8	-2.2	-2.7	2.6	-1.8	1.0	-0.2	-3.5
O=C(c1ccc(Br)cc1)c1coc2ccc(O)cc12	14.1	-1.4	9.1	-2.2	-2.8	1.6	-6.5	0.1	-9.6
CC1CCCCC12NC(=O)N(CC(=O)Nc1sc3c(c1C(N)=O)CCC3)C2=O (stereo not given)	-4.9	0.6	3.0	-1.6	-6.5	-6.8	-58.7	0.5	-11.6
Cc1ccc(S(=O)(=O)Oc2ccc(/C=C(/NC(=O)c3ccccc3)C(=O)NC(C)C(=O)O)cc2)cc1 (stereo not given)	0.3	0.9	11.1	0.3	-3.6	3.4	3.0	2.3	-5.0
COc1ccc(CCC(C)N2CCOCC2)cc1 (stereo not given)	-3.4	-1.9	6.6	-0.3	0.4	-1.1	8.4	0.4	-4.0
CCN1CCC(NC(=O)Nc2cccc(C(F)(F)F)c2)CC1	-9.3	-0.4	11.9	-4.5	-1.7	7.9	13.1	-0.8	-5.2
O=C(COc1ccc(F)cc1)N1CCCc2ccccc21	-3.5	-0.3	-2.6	-2.2	2.6	4.5	11.8	-0.6	-3.7
O=C(c1c[nH]c(C(=O)C(Cl)(Cl)Cl)c1)c1ccc(F)cc1F	-4.1	-1.1	7.5	-0.4	-2.8	-4.8	-5.9	0.5	1.6
CCSc1nnc(NC(=O)Cc2ccccc2OC)s1	-9.2	2.0	16.3	-0.4	-7.4	-6.3	17.5	-0.4	-2.2
CC(=O)N/N=C(\C)c1cccc(NC(=O)c2cccs2)c1	-7.4	0.4	-11.0	-8.2	2.4	5.4	-2.6	-0.7	20.6
Cc1ccc2cc(CCNS(=O)(=O)c3ccc(F)cc3)c(=O)[nH]c2c1	-0.8	0.5	-5.3	-2.2	-0.7	-9.4	2.4	0.0	-4.1
Cc1noc(C)c1COc1ccccc1C(=O)N(C)CC(=O)Nc1cccc(F)c1	-5.0	0.3	7.8	0.6	1.6	-0.4	6.2	-0.4	-9.3
CC(C)CCn1nnnc1C(c1ccccc1)N1CCN(C)CC1 (stereo not given)	-8.4	-1.3	2.6	-0.6	-0.2	-2.6	0.0	-0.2	7.3
CCC(=O)c1ccc(OCc2ccccc2)c(OC)c1	3.4	0.4	13.0	2.3	-0.9	-2.2	0.0	0.0	-7.5
CN(Cc1c(C(=O)N/N=C/c2ccccc2F)nnn1-c1nonc1N)c1ccccc1	23.6	-0.3	11.0	-1.8	-0.4	-8.2	10.4	0.1	2.9
COc1cccc(Nc2ccc(Nc3cccc(OC)c3)nn2)c1	13.4	0.0	-1.1	2.5	3.8	-11.7	-4.2	-0.1	2.1
COc1ccc2oc(C(=O)N3CCN(S(=O)(=O)c4cccc([N+](=O)[O-])c4)CC3)c(C)c2c1	35.1	-0.1	18.4	-4.1	-3.9	5.4	-4.1	-0.5	0.9
OC(Cc1ccccc1Br)c1ncc(-c2cccc(C(F)(F)F)c2)[nH]1 (stereo not given)	28.1	-1.0	-4.2	-1.7	-5.3	-7.3	-2.8	0.0	3.9
COc1ccccc1C(NC(=O)C1CCN(CCOc2ccccc2)CC1)c1ccccn1 (stereo not given)	-8.6	1.1	1.1	-2.0	0.0	1.9	-7.6	-0.1	-16.9
O=C(Nc1ccc(-c2nc3ccccc3s2)c(O)c1)C1=COCCO1	-8.2	1.6	14.3	-1.3	1.6	-4.0	-14.5	-0.9	-1.4
CC(C)CNC(=S)N(CCN(C)C)Cc1cc2cc3c(cc2[nH]c1=O)OCO3	-2.8	-0.4	2.3	-3.5	-3.9	-122.6	-5.8	0.7	4.4
Cc1ccc(S(=O)(=O)N2CCCOC2CNC(=O)C(=O)NCc2cccs2)cc1 (stereo not given)	-2.6	0.0	3.0	-0.9	-0.6	-2.8	1.1	-0.2	-6.1
CC(=NOC(=O)c1ccc(I)cc1)c1nccs1	-1.9	0.5	5.4	-4.5	3.2	-2.5	4.7	-1.9	-0.8
CCOC(=O)c1sc2nc(CSc3ccccc3)nc(N3CCC(C(N)=O)CC3)c2c1C	-52.1	0.6	-0.3	-1.8	-3.1	15.5	1.6	0.5	-1.3
O=C(NCCCCNC(=O)c1cccnc1Cl)c1cccnc1Cl	-3.5	-1.6	-5.5	-1.2	1.6	3.3	-1.3	0.0	-0.8
O=S(=O)(c1cnccc1N1CCN(CCO)CC1)N1CCCC1	-8.6	0.6	9.7	-7.2	-7.7	-0.7	4.8	-0.3	15.7
COc1ccc(S(=O)(=O)N2c3ccc(F)cc3CCC2C)cc1 (stereo not given)	33.0	-0.6	24.6	-1.7	12.6	-9.5	-3.1	1.4	6.7
Cc1ccc(S(=O)(=O)N2C(=O)CCC2C(=O)Nc2ccc3c(c2)OCCO3)cc1 (stereo not given)	0.3	-0.3	10.2	2.9	8.3	-0.7	6.0	-0.1	5.7
CC(=O)Nc1cc[n+](C(C)C(=O)c2ccc(Cl)cc2)cc1 (stereo not given)	-4.5	0.3	-2.0	-2.4	5.2	12.3	-0.1	0.1	-3.3
COc1cc(C(=O)N2CCN(c3cccc(C)c3C)CC2)cc(OC)c1OC	-4.1	-0.1	2.9	-2.2	7.9	-15.5	-11.0	-0.1	-0.5
O=C(CNC(=O)c1ccccc1)Nc1ccsc1C(=O)O	-7.7	0.9	2.1	0.2	-4.0	-5.9	-2.1	-0.1	1.5
CCOC(=O)c1cnc2ccc(C(=O)OC)cc2c1NCCc1ccc(OC)c(OC)c1	14.4	-0.1	10.9	-2.5	-2.3	1.8	-19.2	0.1	-7.9
COc1ccc(OC)c(CN(CCN2CCOCC2)S(=O)(=O)c2ccc(NC(C)=O)cc2)c1	-4.1	0.3	-1.7	-5.8	-21.1	1.3	-3.0	-0.8	-4.1
CCn1cc(C(=O)NCCCOC(C)C)c2cc(OC)c(OC)cc2c1=O	-1.6	1.6	-15.5	-2.6	5.4	-8.6	-10.6	-0.3	-5.4

Screening results as filed in PubChem.
